Screening data (PubChem)
RAM network inh: blocks the yeast RAM network; hit rate 1.8% among 190,000; inhibition, % at 50 µM; AID 868; S. cerevisiae dse1pr::URA3 reporter, 5-FOA growth OD615, 2 d; analog-sensitive cbk1-as2 kinase mutant strain;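 active = inhibition above a set limit, 3 SD over mean compound inhibition, cut at about 8.4% in these data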;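 also: 0% = DMSO-only wells with no growth and 100% = 10 µM 1-NA-PP1 full growth; inhibition rescues growth on 5-FOA so higher OD means more RAM inhibition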
S1P3 antagonist: blocks the human S1P3 receptor; Q99500; CHO S1P3 NFAT-BLA reporter, FRET fluorescence, antagonist mode; inhibition, % at 4.98 µM; hit rate 0.27% among 170,000; AID 485;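 active = inhibition above the plate cutoff, the mean inhibition of test wells on that plate plus 3 SD, cut at about 28% in these data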;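 also: cells challenged with S1P at its EC80 of 0.8 µM; blue over green emission ratio from cleaved BLA substrate after 4 h stimulation; 0% = S1P-stimulated wells and 100% = unstimulated DMSO-only wells; some compounds past the cut are filed as inactive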
Target sequence (Q99500 whole entry, looked up): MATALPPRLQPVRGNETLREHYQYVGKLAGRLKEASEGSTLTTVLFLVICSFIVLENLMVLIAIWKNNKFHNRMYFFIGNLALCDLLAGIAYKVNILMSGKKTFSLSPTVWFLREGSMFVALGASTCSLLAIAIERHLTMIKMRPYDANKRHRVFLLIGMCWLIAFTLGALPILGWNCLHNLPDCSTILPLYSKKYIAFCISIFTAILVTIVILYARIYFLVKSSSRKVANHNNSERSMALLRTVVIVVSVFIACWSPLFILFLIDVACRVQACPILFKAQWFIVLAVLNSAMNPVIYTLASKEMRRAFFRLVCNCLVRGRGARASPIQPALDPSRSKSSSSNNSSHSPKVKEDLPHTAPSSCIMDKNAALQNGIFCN
HMGR II inh: inhibitors of class II HMG-CoA reductase from Enterococcus faecalis | purified E. faecalis HMGR, NADPH absorbance 340 nm kinetic | inhibition, % at 10 µM | hit rate 0.41% among 190,000;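 active = inhibition above a set limit, the median over all tested compounds plus 3 SD, cut at about 9.5% in these data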;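 also: enzyme runs in reverse so mevalonate oxidation gives rising NADPH absorbance; 0% = complete reaction with DMSO and 100% = background rate lacking mevalonate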
Lmaj promast: inhibitors of Leishmania major promastigote growth. hit rate 9% among 200,000. inhibition, % at 10 µM. AID 1063. Leishmania major promastigotes, resazurin fluorescence viability; in the data active = inhibition above about 50%;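 also: promastigotes grown with compound for 44 hours at 28 °C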
TNAP inh no acc: inhibitors of human TNAP without phosphate acceptor | P05186 | purified TNAP, CDP-star luminescence, 30 min | inhibition, % at 20 µM | hit rate 0.26% among 200,000;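 active = tissue-nonspecific alkaline phosphatase inhibition above about 50% at 20 µM in the single-dose screen, limit read from the data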;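 also: 0% = DMSO negative control and 100% = EDTA positive control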
Hsp70 activator: Hsp70 transcriptional activation, primary screen. HeLa Hsp70 promoter luciferase reporter, luminescence; scaled: vehicle 0, proteasome-inhibitor control 100%. activation, % at 10 µM. hit rate 0.04% among 200,000;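 active = activation above the mean across all tested compounds plus 3 SD, cutoff set per campaign, cut at about 5.5% in these data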;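 also: 100% = MG132 at 30 µM as the positive control and 0% = DMSO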
PMI activator: increases human mannose-6-phosphate isomerase activity; P34949; purified human PMI, coupled resazurin fluorescence, 20 min; hits give high values; 1 = vehicle control, 0 substrate-free wells; hit rate 0.005% among 190,000; activation factor at 20 µM;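 active = activation factor of 2 or more at 20 µM, relative to plate controls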
Target sequence (P34949 whole entry, looked up): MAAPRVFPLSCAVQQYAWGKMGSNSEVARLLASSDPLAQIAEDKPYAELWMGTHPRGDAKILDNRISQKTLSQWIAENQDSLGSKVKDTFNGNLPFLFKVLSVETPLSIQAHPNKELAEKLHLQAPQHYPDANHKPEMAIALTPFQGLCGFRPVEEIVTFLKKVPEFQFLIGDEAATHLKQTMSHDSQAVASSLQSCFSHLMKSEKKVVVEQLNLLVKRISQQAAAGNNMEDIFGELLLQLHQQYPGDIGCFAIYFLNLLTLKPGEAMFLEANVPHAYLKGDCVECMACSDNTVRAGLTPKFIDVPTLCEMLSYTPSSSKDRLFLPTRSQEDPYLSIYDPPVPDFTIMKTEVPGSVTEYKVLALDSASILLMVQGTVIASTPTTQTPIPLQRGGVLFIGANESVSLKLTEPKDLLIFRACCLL
PMI act satM6P: activators of human phosphomannose isomerase at near-saturating mannose 6-phosphate | P34949 | coupled PMI enzyme assay, resazurin fluorescence, 20 min; hits give high values; 1 = untreated enzyme, 0 = substrate-free blank | activation factor at 20 µM | hit rate 0.34% among 190,000 | AID 1216;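 active = activation factor of 2 or more at 20 µM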
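Test system – human PMI in coupled enzyme assay · Timing – 20 min incubation at room temperature · Detection – Diaphorase-driven resazurin-to-resorufin fluorescence, excitation 544, emission 590 nm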
TNAP inh hiacc: blocks human TNAP under high phosphate acceptor concentration | P05186 | purified TNAP, CDP-star luminescence, 1 M DEA | inhibition, % at 20 µM | hit rate 0.03% among 200,000;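 active = over 50% inhibition of tissue-nonspecific alkaline phosphatase at 20 µM in the single-dose screen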;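 also: plate controls were DMSO wells for no effect and EDTA-quenched wells as full inhibition for full effect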
Redox H2O2 prof: compounds producing H2O2 with reducing agent – biochemical, NIH compound library profiling, artefact control for MLSCN library redox annotation, primary screen; DTT-dependent redox cycling H2O2, phenol red/HRP absorbance; 100% = 100 µM peroxide control, 0% = buffer; activation, % at 10 µM; hit rate 0.03% among 200,000;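 active = activation of at least 50% relative to the plate's high and low controls in the primary single-dose screen; inactive = activation below 50%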;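 also: compound incubated with DTT at 0.8 mM final as the reducing agent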
Active calls of the source: *; · = not tested or not shown.

#	canonical_smiles	HMGR II inh	S1P3 antagonist	PMI activator	Redox H2O2 prof	TNAP inh hiacc	PMI act satM6P	RAM network inh	TNAP inh no acc	Lmaj promast	Hsp70 activator
1	Cc1ccc(NC(=O)CSc2nnc(CN3CCOCC3)n2C)cc1C	-1	2	1	3.6	-6	1	3.4	-14	-7	-0.5
2	COCC(=O)N(Cc1ccc(OC)cc1)Cc1nc2ccccc2c(=O)[nH]1	-5	-11	0.9	2.3	-1	1	0.7	-11	-5	-0.1
3	Cc1cc(C)c2nc(SCc3ccc([N+](=O)[O-])cc3)nc(C)c2c1	·	·	1.1	2.7	-4	1.1	5.1	-8	-7	0.1
4	c1ccc2c(-c3nnc(SCc4cn5ccccc5n4)o3)c[nH]c2c1	-6	·	1.2	-0.1	-1	1.2	1.0	0	-2	-0.2
5	O=C(CS(=O)(=O)c1cn(Cc2ccc(Cl)cc2)c2ccccc12)N1CCCCC1	1	·	0.9	-0.1	-4	0.9	2.5	-5	-7	-0.2
6	COc1ccc(Cn2nnnc2C(c2ccncc2)N2CCOCC2)cc1 (stereo unspecified)	-7	10	1.1	1.6	-8	1.3	1.4	-14	-2	-0.3
7	O=C(Nc1ccccn1)c1c(O)c2cccc3c2n(c1=O)CCC3	-4	-22	1.1	1.6	-4	1.1	-0.8	-10	14	0.5
8	CCN(Cc1ccccc1)C(=O)Cn1c(C(C)O)nc2ccccc21 (stereo unspecified)	-4	-5	1	-2.5	1	1	1.4	-4	0	-0.3
9	COc1ccccc1NC(=O)c1cc2ccccc2nc1C	1	0	1.1	-1.6	-3	1	2.6	-5	1	-0.5
10	Cc1cc(/C=C(\C#N)C(=O)NC2CCCCCC2)c(C)n1C	-6	-2	1	0.1	-3	0.9	4.7	-6	-3	-0.3
11	CCCCn1c(N)c(NCCC(C)C)c(=O)[nH]c1=O	-6	5	0.9	0.3	-3	1	0.5	-11	41	-0.4
12	Cc1cccc(-n2cnc(C(=O)NC3CCCCCC3)c2)n1	2	·	1.1	-7.0	-4	1	1.9	-2	14	0.2
13	CCCc1cc(=O)n2[nH]c(NCc3c(Cl)cccc3Cl)nc2n1	2	-8	0.9	-0.8	-3	1	0.1	-2	-6	0.8
14	COc1ccc(-c2[nH]ncc2-c2cnn(-c3ccccc3)c2)c(O)c1	-6	·	1	0.8	-7	1	3.5	-21	-6	0.3
15	O=C(Nc1nc(-c2cccs2)cs1)c1ccc(Cl)s1	-2	3	0.9	-0.2	-2	0.9	5.3	-10	36	0.0

Further results
#	canonical_smiles	HMGR II inh	S1P3 antagonist	PMI activator	Redox H2O2 prof	TNAP inh hiacc	PMI act satM6P	RAM network inh	TNAP inh no acc	Lmaj promast	Hsp70 activator
16	COc1ccc(N(CC(=O)NC(C)C)S(=O)(=O)c2ccc(NC(C)=O)cc2)cc1	-5	·	1	0.0	2	1	1.1	5	0	-0.3
17	Cn1c(NC(=O)Cc2ccc(F)cc2)cc(=O)n(C)c1=O	2	-8	1.1	-1.1	4	1.2	0.7	-10	-4	-0.3
18	Cc1ccc(CNC(=O)Cn2c(=O)oc3ccccc32)o1	-2	-45	0.9	2.3	-10	1	-0.4	-8	-3	-0.1
19	CC(=O)/C(N=Nc1cccc(C(F)(F)F)c1)=C(\C)O	-1	-6	1.1	-2.4	-4	1.1	0.0	-4	-13	-0.2
20	CCOc1cc(C2CC(=O)NC3=C2C(=O)C(C(=O)OC)C(C)C3)cc(Cl)c1O (stereo unspecified)	-5	17	1	1.5	1	0.8	0.9	-7	7	-0.2
21	CC(C)=CCC/C(C)=C/CCC(C)NCCN1CCNCC1 (stereo unspecified)	-2	-13	1	-1.4	-4	1	-0.4	-11	101*	-0.1
22	CCc1ccc2oc(=O)cc(CN(C)Cc3ccccc3)c2c1	-1	-24	1	-0.5	0	1	0.1	-6	7	0.1
23	O=C(N/N=C\c1ccc(Oc2ccccc2)cc1)c1csnn1	-2	-4	0.9	-0.6	-1	0.9	3.1	-8	-6	-0.1
24	Cc1cc(C(=O)COc2ncnc3sccc23)c(C)n1C1CC1	-2	-14	0.9	-2.0	-1	0.9	0.1	-4	5	0.0
25	CCS(=O)(=O)N1CCC(C(=O)NCc2cccnc2)CC1	1	-6	1	-1.4	-5	1	-0.8	-9	-2	0.0
26	CC(C)CC(=O)NC(=S)NNC(=O)c1cccc([N+](=O)[O-])c1	1	-11	0.9	0.1	0	1	-0.7	-104	7	-0.3
27	COc1cc(/C=C/C(=O)OCC(=O)NC(=O)NC23CC4CC(CC(C4)C2)C3)ccc1OCC#N	1	1	0.9	0.3	-6	0.9	1.8	-4	93*	-0.1
28	O=C1CC(N2CCN(c3ccccc3)CC2)C(=O)N1c1ccc2c(c1)OCCO2 (stereo unspecified)	0	-3	0.9	1.0	-2	1.1	2.4	-2	-9	-0.2
29	O=C(COC(=O)c1cccnc1Cl)c1cccc(Cl)c1	-4	·	1.1	1.3	-4	1.1	-0.6	-17	-8	0.0
30	COc1cccc(NC(=S)NCc2ccc3c(c2)cc(C)n3C)c1	3	9	0.9	2.3	-2	1	12*	-38	8	-0.2

Next part:
#	canonical_smiles	HMGR II inh	S1P3 antagonist	PMI activator	Redox H2O2 prof	TNAP inh hiacc	PMI act satM6P	RAM network inh	TNAP inh no acc	Lmaj promast	Hsp70 activator
31	CCOc1ccc(Cc2onc3c2C(=O)CC(C)(C)C3)cc1OCC	2	-5	1	-1.2	0	0.9	1.5	4	18	-0.2
32	CC(C)N(C=O)C1(C(=O)NC2CCCCC2)CCCCC1	-7	-27	1	2.4	0	1	0.1	-11	1	0.8
33	COC(=O)CCC(=O)N1CCOCCOCCOCC1	-5	-10	1	-0.6	-7	1	0.8	-12	-3	0.1
34	Cc1cc2ncn(/N=C/c3ccc([N+](=O)[O-])o3)c2cc1C	-1	·	1.1	-2.2	4	1	0.5	10	99*	0.2
35	O=[N+]([O-])c1ccc(S(=O)(=O)NCCc2cn3ccccc3n2)cc1	-2	-7	1	0.5	-6	1	0.0	-4	-8	-0.1
36	O=C(N/N=C1/SCC(=O)N1Cc1ccco1)c1ccccc1F	-7	-1	1	-1.2	0	1	2.8	-1	-4	-0.2
37	COCC(C)NC(=S)Nc1ccccc1[N+](=O)[O-] (stereo unspecified)	-5	-13	0.9	-1.9	-1	0.9	-0.6	-1	14	-0.1
38	COc1ccc(NC2CS(=O)(=O)CC2OC(=O)c2ccc(F)cc2)cc1 (stereo unspecified)	5	-38	0.9	1.1	-5	0.9	1.7	-10	1	0.0
39	CCC(=O)Nc1cccc(NC(=O)c2ccc(Br)cc2)c1	-2	-2	0.8	0.5	-3	0.8	1.8	-7	0	-0.3
40	Cn1c(CN2CCCCC2)nc2cc(NC(=O)c3cccc(Br)c3)ccc21	-10	·	1	0.1	-5	1	1.6	-13	98*	-0.1
41	Cc1cccc(C)c1NC(=O)C1(N(Cc2ccco2)C(=O)Cn2nnnc2N)CCCCC1	-1	10	1	-0.8	-3	0.9	2.6	-15	-6	-0.4
42	CCN1C(=O)/C(=C2/SC(C)=C(C)N2CC)SC1=S	1	-32	0.9	1.9	7	0.9	0.4	-5	0	0.3
43	Cc1ncoc1C(=O)N1CCCC(CCC(=O)NCc2ccccc2F)C1 (stereo unspecified)	0	-12	1	0.6	-5	1.1	1.0	-8	5	0.2
44	CC(C)(C)C(=O)NC(=S)Nc1cccc(C(=O)O)c1	0	13	0.9	-0.5	3	0.9	-1.2	-3	-7	0.2
45	Cc1ccc2nc(-c3ccccn3)c(Nc3ccccc3C)n2c1	-2	14	1	-0.7	-2	0.9	1.5	-15	100*	0.0

The results go on:
#	canonical_smiles	HMGR II inh	S1P3 antagonist	PMI activator	Redox H2O2 prof	TNAP inh hiacc	PMI act satM6P	RAM network inh	TNAP inh no acc	Lmaj promast	Hsp70 activator
46	Cc1cc(C(=O)N/N=C/c2cccc(OC(=O)c3ccco3)c2)n[nH]1	-3	·	1	-4.3	-6	1	2.4	-15	10	-0.2
47	CC1C(=O)Nc2ccccc2N1C(=O)c1ccccc1 (stereo unspecified)	-2	-14	1	-0.8	-2	1	3.1	-12	-1	-0.4
48	CCCCSCCCNC(=S)Nc1ccccc1C	-5	9	1.1	-0.7	0	1.1	-1.4	2	16	0.0
49	Cn1cc(/C=C2\SC(=S)N(NC(=O)c3ccccc3Cl)C2=O)c2ccccc21	-4	-7	0.8	0.0	35	0.9	4.2	26	1	-0.4
50	COc1ccc(NC(=O)/C(C#N)=C\C=C\c2ccco2)cc1	0	-9	0.8	0.1	6	0.8	2.9	4	-1	-0.1
51	Cc1cccc(-n2c(C)cc(/C=N/NC(=O)c3cccc([N+](=O)[O-])c3C)c2C)c1	2	·	0.8	-1.4	-3	0.9	0.8	-4	64*	-0.3
52	O=C(CSc1nc2c(sc3ccccc32)c(=O)n1Cc1ccccc1)NCC1CCCO1 (stereo unspecified)	0	·	0.8	0.3	-1	0.9	0.5	-9	0	-0.1
53	CN1CCN(C(=O)c2ccc3c(c2)N(Cc2cccc(Cl)c2)C(=O)c2ccccc2S3=O)CC1 (stereo unspecified)	·	-15	·	-1.0	·	·	·	·	1	-0.4
54	Cc1ccc(SC(CC(=O)c2ccc(C)cc2)C(=O)O)cc1 (stereo unspecified)	-2	·	1	0.2	0	1	-0.1	-7	-3	0.1
55	O=c1[nH]cnc2nc(-c3ccccc3)c(-c3ccccc3)nc12	-2	-19	1.2	2.6	-6	1.2	1.6	-6	5	-0.4
56	CCOC(=O)c1nnn(CC(=O)N2N=C(c3cccc4ccccc34)CC2c2ccccc2)c1C(=O)OCC (stereo unspecified)	-2	·	1.1	1.1	-1	1	3.8	-7	52*	-0.2
57	COc1ccc(NS(=O)(=O)c2ccc(NC(=S)NC(=O)c3cccc(F)c3)cc2)nn1	-7	4	1	0.0	-3	1	2.4	-4	-10	-0.2
58	COc1ccc2cc(Br)ccc2c1CC(=O)N(C)C	-8	-12	1	0.3	-4	1.1	1.5	-11	9	-0.3
59	O=C1C2C3CCC(C3NCc3ccccc3)C2C(=O)N1Cc1ccccc1 (stereo unspecified)	-7	·	1	-3.4	-5	1.1	3.1	-7	60*	-0.1
